Screening data deposited in PubChem by National Center for Advancing Translational Sciences (NCATS).
RORgamma inh – blocks mouse ROR gamma transcriptional activity. P51450. Drosophila S2 Gal4-RORgamma UAS-luciferase reporter, 20 h. Potency, µM (highest dose often 53.6 µM), without a hit: at the top dose activity change, negative = inhibition, hits mostly inhibitors. 5.4% of 310,000 active. AID 2551; further: on the % scale 0 is the no-effect control and ±100 the full control effect; nearly all actives have a fitted effect of over 60% in size
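Drosophila S2 cells stably expressing Gal4-DBD/mouse RORγ fusion under metallothionein promoter plus UAS-luciferase; compound 1 h, then 700 uM CuSO4 induction for 20 h at ambient temperature; inhibition read as reduced luminescence.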
ELG1 genotoxic – induces genotoxicity in HEK293T cells with luciferase-tagged ELG1; 1.3% of 330,000 active; Potency, µM (titrated, usually from 46 µM), for the others: at the top dose activity change, positive = activation, actives largely listed as activators; HEK293T ELG1-luciferase reporter, luminescence, 16 h; AID 504466; further: % of control where 0% means no effect; nearly all actives have a fitted effect of over 60% in size
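Luminescence read-out: rising ELG1-luciferase signal, reflecting elevated ELG1 protein under genetic stress, flags genotoxic compounds. Cells were treated for 16 hr at 37 °C before ONE-Glo detection.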
Rab9 prom act – activates the Rab9 promoter | Huh7 Rab9 promoter-luciferase reporter, luminescence, 24 h | Potency, µM (series often up to 9.22 µM), without a hit: top-dose activation, negative = inhibition, actives largely listed as activators | 2.8% of 320,000 active | AID 485297; further: % of control where 0% means no effect; nearly all actives have a fitted effect of over 60% in size
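Huh7 cells stably carrying Rab9 promoter–luciferase reporter, plated 1500 cells/well, compound added after 2 h and incubated 24 h at 37 °C; luciferase luminescence then read after 10 min with detection reagent.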
MLL CXXC-DNA inh – blocks binding of human MLL CXXC domain to DNA | Q03164 | MLL-CXXC / FITC-HOXA9 DNA fluorescence polarization | Potency, µM (titrated, usually from 115 µM), without a hit: at the top dose activity change, negative = inhibition, actives largely listed as inhibitors | 0.037% of 290,000 active | AID 2662; active means well fitted inhibition curve with a large enough effect in the polarisation, with a control signal flat, not every such curve was filed as active; inconclusive means small, poorly fitted or top-dose-only effect, or effect the other way, or a change in a side signal; inactive means no such curve, though single readings can be large or run the other way; the % refers to the polarisation
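Steps: dispense CXXC domain solution (7 uM) → pin compounds or unlabeled HOX-A9 DNA control → 5 min ambient → add FLSN-HOX-A9 solution (50 nM) → spin → 30 min ambient → fluorescence polarization. Tris pH 7.5/NaCl/DTT/BSA buffer.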
uPA generation – cell surface uPA generation inhibition. cell surface uPA generation assay, qHTS. 0.31% of 330,000 active. Potency, µM (highest dose often 38.3 µM), for the others: at the highest dose activity change, negative = inhibition, usual class: inhibitors. AID 540303; active means well fitted inhibition curve with a large enough effect; inconclusive means small, poorly fitted or top-dose-only effect; inactive means no such curve, though single readings can be large or run the other way; tested in mouse RAW 264.7 cells; further: on the % scale 0 is the no-effect control and ±100 the full control effect; nearly all actives have a fitted effect of over 55% in size
NPC1 promoter act – activates the NPC1 promoter; Huh7 NPC1 promoter luciferase reporter, 24 h; Potency, µM (doses to about 9.22 µM), for the others: top-dose activation, hits mostly activators; 2.4% of 320,000 active;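 further: % of control where 0% means no effect; nearly all actives have a fitted effect of over 60% in size; reporter is driven by a mutant NPC1 promoter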
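Luminescence from an NPC1 promoter-driven luciferase reporter in stably transfected Huh7 cells was measured after 24 h compound treatment at 37 °C, followed by 10 min ambient incubation with luciferase detection reagent.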
FLuc modulator – firefly luciferase modulation, counter-screen for miR-21 project; P08659; purified FLuc, Km substrates, luminescence inhibition; Potency, µM (series often up to 57.5 µM), inactives show at the highest dose activity change, negative = inhibition, most hits filed as inhibitors; 6.9% of 360,000 active;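 further: plate controls were vehicle for no effect and reference inhibitor for full effect; nearly all actives have a fitted effect of over 55% in size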
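Biochemical qHTS of compounds, final roughly 60 µM downward over six points, against 10 nM purified firefly luciferase using Km concentrations of substrates (10 uM D-luciferin, 10 uM ATP) in Tris acetate pH 7.5 buffer; luminescence output.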
BRCA1 expr up – BRCA1 expression activation. MCF7-BRCA1-FFLuc reporter, luminescence, 48 h; response scale: scaled: vehicle 0%, 10 µM genistein 100%. Potency, µM (doses to about 46.1 µM), inactives show top-dose activation, usual class: activators. 1.1% of 380,000 active; further: nearly all actives have a fitted effect of over 80% in size; some results filed as inactive show a strong effect at the top dose
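Luminescence from a BRCA1-driven firefly luciferase in MCF7 cells was the read-out, taken 15 min after substrate addition following 48 h compound exposure at 37 °C. Data were normalized to a 10 microM genistein control and DMSO vehicle.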
Gal4-VP16 FLuc – Gal4-VP16 reporter inhibition counter-screen | Drosophila S2 Gal4-VP16 UAS-luciferase, luminescence, 20 h | Potency, µM (titrated, usually from 53.6 µM), inactives show top-dose activity, negative = inhibition, hits mostly inhibitors | 3.5% of 310,000 active;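 further: Gal4-VP16 expression switched on by copper sulfate through the metallothionein promoter; on the % scale 0 is the no-effect control and ±100 the full control effect; nearly all actives have a fitted effect of over 50% in size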
p53 reactivation – restores transcriptional activity of mutant p53. H1299 p53-A138V BP100-luciferase reporter, luminescence, 24 h. Potency, µM (titrated, usually from 92.2 µM), inactives show top-dose activity change, positive = activation, usual class: activators. 0.063% of 320,000 active; further: % of control where 0% means no effect; nearly all actives have a fitted effect of over 45% in size
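H1299 (p53-null), stable ts p53-A138V + BP100-Luc; 1000 cells/well, Opti-MEM/10% FBS; cpd 4 pt, 1:5; 24 h, 37 deg C, 5% CO2; detection reagent 10 min RT; luminescence.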
MBNL1-CUG inh – MBNL1-poly(CUG) RNA binding inhibition. TR-FRET MBNL1-His/biotin-(CUG)12 binding, 665/545 ratio. Potency, µM (titrated, usually from 57.5 µM), inactives show at the highest dose activity change, negative = inhibition, actives largely listed as inhibitors. 0.036% of 280,000 active. AID 2675; active means well fitted inhibition curve with a large enough effect in the signal ratio, with a control signal flat, not every such curve was filed as active; inconclusive means small, poorly fitted or top-dose-only effect, or effect the other way, or a change in a side signal; inactive means no such curve, though single readings can be large or run the other way; the % refers to the signal ratio; further: on the % scale 0 is the no-effect control and ±100 the full control effect
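TR-FRET readout: Ex 340 nm, 665/545 nm emission ratio, normalized to buffer-only (basal) and MBNL1-(CUG)12 controls. Complex of MBNL1-His with Biotin-(CUG)12, compounds 92 nM–58 uM, incubated 60 min at room temperature.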
Numbers without * were called inactive; ? = inconclusive; . = no result given; [ ] = another dose, or the depositor's remark. Unless noted, the call rests on the fitted dose curve; in most records, active means well fitted curve in the direction sought with a large enough effect; inconclusive means small, poorly fitted or top-dose-only effect, or another doubt; inactive means no such curve, though single readings can be large; an effect the other way counts as inactive or inconclusive. Potency means the concentration at half of the fitted maximal effect. A portion of the library; count on the stated rates, not on these rows.

SMILES | RORgamma inh | ELG1 genotoxic | Rab9 prom act | MLL CXXC-DNA inh | uPA generation | NPC1 promoter act | FLuc modulator | BRCA1 expr up | Gal4-VP16 FLuc | p53 reactivation | MBNL1-CUG inh
COc1ccccc1C(=O)OCC(=O)Nc1ccccc1OC(F)F | -14.8% | -0.5% | 2.0% | -13.3% | 5.7% | 2.5% | ? | -11.8% | -4.4% | 1.2% | -2.2%
COc1cccc(-n2nnc3c(=O)n(Cc4c(F)cccc4Cl)cnc32)c1 | -17.5% | 8.5% | 14.8% | 0.6% | 14.8% | 1.1% | -19.1% | 27.4% | ? | -2.6% | 3.7%
O=[N+]([O-])c1ccc(Cl)c(S(=O)(=O)Nc2ccc(S(=O)(=O)N3CCOCC3)cc2)c1 | 4.2% | -1.5% | 0.7% | 3.4% | -7.1% | -6.9% | 8.2% | -6.6% | 5.7% | -2.5% | ?
O=C(Nc1cc(Cl)ccc1Cl)C1CC(=O)N(c2ccc(Br)cc2)C1 (configuration not stated) | -6.5% | -0.1% | -2.8% | 12.9% | -13.4% | -1.2% | 9.3% | 3.4% | 2.7% | -2.7% | -0.7%
Cn1c(=O)[nH]c(=O)c2c1nc(Br)n2CCC(=O)c1ccccc1 | 1.1% | 2.1% | 13.8% | -1.4% | 7.4% | -4.0% | -0.8% | -3.4% | 1.8% | -1.2% | -4.0%
CC(c1ccccc1F)n1cc(C(=O)NCc2ccncc2)nn1 (configuration not stated) | 2.82µM* | -0.3% | -2.2% | 0.0% | 0.4% | 0.7% | 3.6% | -3.1% | 5.4% | -4.6% | -4.3%
CCOC(=O)C1=C(C)N=c2s/c(=C/c3ccc(OCC(=O)O)cc3)c(=O)n2C1c1cc(OC)c(OC)c(OC)c1 (configuration not stated) | 8.5%[1.91 µM] | ? | 1.4% | -15.9% | 0.1% | 2.0% | -2.8% | -3.9% | 6.4% | 0.8% | ?
COc1ccc(NC(=O)CSc2ccc(-c3ccco3)nn2)cc1OC | 19.6% | -4.5% | 3.7% | 26.7% | -2.4% | -1.9% | ? | -3.3% | 8.3% | -2.3% | 18.5%
CNC(=O)/C(C#N)=C/c1ccc(OCCOc2ccccc2)cc1 | ? | 9.0% | 25.5% | -14.2% | -11.0% | 15.3% | -8.7% | 63.8% | -1.2% | 16.5% | ?
Cn1c(SCC(=O)NCCc2ccc(S(N)(=O)=O)cc2)nc2ccccc2c1=O | -33.3% | -3.7% | -1.3% | 1.4% | 3.8% | -2.9% | 1.0% | 2.6% | 5.6% | -4.4% | -6.6%
CC(NC(=O)c1cccc2ccccc12)c1ccc2c(c1)CCCC2 (configuration not stated) | 25.4% | -3.4% | -7.9% | -0.2% | -11.1% | -9.2% | 0.5% | -70.5% | -1.8% | 0.9% | .
CNS(=O)(=O)c1ccc(C)c(S(=O)(=O)NC)c1 | -6.2% | 0.2% | 1.4% | 13.1% | 3.9% | 0.0% | 1.2% | -7.2% | -6.0% | -7.7% | 4.5%
O=C(COc1ccc(Br)cc1)Nc1ccc(-c2nnc(-c3ccco3)o2)cc1 | 21.5% | 13.4% | 2.24µM* | 36.9%[activator] | 1.0% | 3.98µM* | 0.7% | 8.6% | 0.3% | ? | 3.3%
CN1c2ccccc2C(=O)NC1c1ccc(Cl)cc1 (configuration not stated) | 14.7% | 0.2% | -0.1% | 15.0% | 10.9% | -5.1% | -0.7% | -10.9% | -12.0% | 2.8% | -2.1%
COc1ccc(OC)c(/C=N/NC(=O)Cn2ccnc2C)c1 | 6.9% | 3.5% | -1.7% | -5.9% | -29.7% | -2.2% | -0.9% | 2.2% | 0.9% | -4.3% | .
COc1ccc(C2OC(=O)CC2C(=O)NCc2ccc(F)cc2)cc1OC (configuration not stated) | 3.7% | 3.6% | -1.9% | 2.4% | 2.2% | 0.8% | -0.5% | -12.9% | -13.9% | -2.4% | -2.4%
CN(Cc1ccsc1)C(=O)CCc1nnc(CCCc2ccccc2)o1 | 13.3% | ? | 3.16µM* | 3.8% | 8.2% | 19.2% | 13.5µM* | ? | -1.2% | 11.7% | -8.1%
CCOc1ccc(S(=O)(=O)NCc2cccs2)cc1C(C)C | . | -4.1% | -4.3% | . | 0.3% | 0.0% | 0.6% | -23.9% | . | 0.8% | .
Cc1cc(NC(=O)c2ccc(-c3ccccc3F)o2)no1 | ? | ? | 4.47µM* | 5.0% | 0.1% | 3.55µM* | 15.1µM* | 50.7% | ? | 14.9% | .
CC1=C(C(=O)OCc2ccc3c(c2)OCO3)C(c2ccc(Cl)cc2)NC(=O)N1 (configuration not stated) | -16.8% | -16.3% | -16.0% | -9.2% | ? | -21.8% | 2.3% | -81.4% | -25.9% | -6.5% | -12.8%
c1ccc(Nc2ccc(-n3ccnc3)nn2)cc1 | -2.7% | 5.9% | 2.2% | -10.7% | 0.2% | -1.8% | ? | -4.6% | 1.4% | 6.6% | 5.0%
C=CCNC(=S)N/N=C/c1ccc(-c2ccc(Br)cc2)o1 | 0.355µM* | -1.1% | 5.4% | 6.4% | 1.4% | 12.9% | -16.8% | -25.0% | 0.398µM* | 4.2% | .
CCN(C(=O)CN1CCc2ccccc21)c1c(N)n(Cc2ccccc2)c(=O)[nH]c1=O | 3.2% | 0.5% | -3.5% | 18.4% | 10.5% | -1.0% | 0.2% | -5.9% | -0.8% | 1.7% | 0.9%
Cc1ccc(CS(=O)Cc2ccc(C(=O)NCCc3ccccc3)o2)cc1 (configuration not stated) | 26.8% | -0.5% | -1.8% | 13.1% | 1.4% | -2.0% | 6.4% | 16.7% | 3.6% | 2.9% | -0.8%
COc1ccc(C(c2nnnn2C2CCCC2)N2CCc3ccccc3C2)cc1OC (configuration not stated) | -22.5% | 0.0% | -0.5% | 7.7% | 0.8% | -3.2% | 0.3% | -46.4% | 2.5% | -5.7% | -0.1%
c1ccc(OCc2nn3c(-c4ccco4)nnc3s2)cc1 | 25.6% | 1.1% | 5.1% | -5.7% | -2.4% | 6.6% | -13.2% | 15.5% | 10.6% | -3.9% | 6.1%
CC(=O)OCCCCCCCCCCC[N+]1(C)CCCCC1 | 10.2% | -8.7% | -5.4% | 9.0% | 10.3% | -1.6% | 3.3% | -22.7% | -8.3% | -2.2% | -9.0%
Cc1nn(C)c(C(=O)N2CCOCC2)c1Cl | 3.0% | -1.9% | 4.6% | 7.1% | -3.1% | -0.4% | 1.7% | -35.3% | -12.1% | -11.1% | -14.6%
COC(=O)Nc1nc2c(C)cccc2s1 | 7.6% | 1.3% | 11.4% | -10.8% | . | 3.1% | -19.7% | 40.1% | 18.4% | 13.5% | 2.9%
CC(NC(=S)N1CCN(c2ccccc2)CC1)c1ccccc1 (configuration not stated) | ? | -1.7% | -1.3% | -1.4% | -28.6% | -3.8% | -0.8% | 1.1% | 3.7% | -3.9% | -3.6%
CC(C)C[C@H](NC(=O)C1CC(=O)N(c2ccc3c(c2)OCO3)C1)C(=O)NC1CCCCC1 (some centres not stated) | -12.2% | 1.3% | 2.0% | 8.0% | 11.9% | 0.9% | -1.0% | -15.1% | -5.6% | 1.8% | 2.0%
Cc1ccc(C(=O)NCCCNC(=O)c2ccccc2C)cn1 | 44.8% | -0.2% | -3.1% | 4.7% | -0.7% | 2.0% | -2.6% | -10.9% | -3.8% | 0.9% | -0.5%
Cn1nnnc1SCC(=O)N1CCN(C(c2ccccc2)c2ccccc2)CC1 | -9.4% | -3.8% | -2.6% | 7.8% | 17.5% | -0.4% | 2.6% | -20.0% | 1.4% | 5.1% | 0.3%
O=C1Cc2ccccc2C(c2c(Cl)cccc2Cl)N1 (configuration not stated) | -24.0%[1.91 µM] | 0.7% | -2.2% | -0.5% | 2.5% | 1.3% | 0.5% | -4.0% | -2.0% | . | -3.2%
Cc1c(C(=O)N(C)C)sc(NC(=O)c2cc([N+](=O)[O-])cc([N+](=O)[O-])c2)c1C#N | -0.4% | -2.3% | -5.5% | -6.2% | 3.0% | 4.2% | -4.1% | -24.9% | 4.2% | -1.3% | ?
CC(CCc1ccccc1)NC(=O)COC(=O)c1ccc(NC(=O)CC#N)cc1 (configuration not stated) | 19.7% | -2.3% | -5.6%[1.84 µM] | -21.9% | -12.6% | 0.1% | -0.5% | -1.0% | -0.2% | -4.0% | 1.0%
CCOc1cc(C(=O)Nc2ccc3c(c2)OCO3)ccc1OC(F)F | ? | -2.0% | 14.5% | 6.4% | -4.0% | 20.5% | ? | 3.2% | ? | ? | -17.1%
